High-throughput results deposited in PubChem by The Scripps Research Institute Molecular Screening Center.
TEAD-YAP inh – TEAD-YAP interaction inhibition; hit rate 1.4% among 640,000; inhibition, % at 9.12 µM; HEK-TIYL cells, TEAD-Gal4/YAP UAS-luciferase luminescence; AID 1259422; in the data active = inhibition above about 32%;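 also: 0% = median of test compound wells and 100% = reference inhibitor wells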
MITF primary – blocks human microphthalmia-associated transcription factor; inhibition, % at 2.6 µM; O75030; AlphaScreen MITF homodimerization, bead proximity signal; hit rate 0.91% among 650,000; in the data active = inhibition above about 50%;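 also: 0% = vehicle wells with protein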
Target sequence (O75030 whole entry, looked up): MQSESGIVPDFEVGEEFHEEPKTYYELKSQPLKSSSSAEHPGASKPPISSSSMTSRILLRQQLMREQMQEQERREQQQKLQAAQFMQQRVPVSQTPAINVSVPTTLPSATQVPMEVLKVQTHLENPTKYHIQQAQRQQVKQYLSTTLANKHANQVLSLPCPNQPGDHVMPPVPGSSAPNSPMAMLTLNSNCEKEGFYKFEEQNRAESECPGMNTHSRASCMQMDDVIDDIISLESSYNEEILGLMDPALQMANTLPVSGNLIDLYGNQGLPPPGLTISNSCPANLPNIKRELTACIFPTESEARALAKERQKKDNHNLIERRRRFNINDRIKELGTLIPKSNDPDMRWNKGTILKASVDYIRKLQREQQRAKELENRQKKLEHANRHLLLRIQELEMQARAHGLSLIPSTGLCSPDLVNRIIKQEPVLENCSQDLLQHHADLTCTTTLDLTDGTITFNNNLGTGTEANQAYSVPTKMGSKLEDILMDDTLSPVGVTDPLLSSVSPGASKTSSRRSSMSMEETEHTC
GPR151 activ – human GPR151 activation. PathHunter beta-arrestin GPR151 cells, luminescence. activation, % at 11.2 µM. hit rate 1% among 650,000; in the data active = activation above about 4.9%;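 also: 0% = median of compound wells and 100% = cells with positive control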
Target sequence (Q8TDV0 whole entry, looked up): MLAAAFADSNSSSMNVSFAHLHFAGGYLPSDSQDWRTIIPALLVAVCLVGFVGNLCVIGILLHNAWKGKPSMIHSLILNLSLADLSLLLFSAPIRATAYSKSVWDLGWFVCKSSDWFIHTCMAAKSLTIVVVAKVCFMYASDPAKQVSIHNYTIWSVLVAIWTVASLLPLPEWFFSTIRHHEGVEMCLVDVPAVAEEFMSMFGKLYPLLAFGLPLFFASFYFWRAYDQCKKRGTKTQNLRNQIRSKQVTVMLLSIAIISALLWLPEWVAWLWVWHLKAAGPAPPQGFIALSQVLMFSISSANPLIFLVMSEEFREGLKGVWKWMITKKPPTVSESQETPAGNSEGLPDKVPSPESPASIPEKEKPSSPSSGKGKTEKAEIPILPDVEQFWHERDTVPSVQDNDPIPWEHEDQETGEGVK
FBW7 act – activators of human E3 ligase FBW7. AlphaScreen FBW7–phospho-cyclin E peptide binding, activator screen. normalized activity (activation), % at 26.1 µM. hit rate 0.13% among 650,000; in the data active = normalized activity above about 1.9%;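 also: purified mutant Fbw7 with reduced substrate affinity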
Starred values were filed as active, the others as inactive; / = not tested or not shown; & = joins results of further samples.

smiles	TEAD-YAP inh	MITF primary	GPR151 activ	FBW7 act
NC(=O)c1cc(NC(=O)c2ccc(Cl)c(Cl)c2)cc(C(N)=O)c1	-16	6	1.5	-0.1
O=[N+]([O-])c1ccc(S(=O)(=O)N2CCN(C(=S)NCCc3ccccc3)CC2)cc1	1	17	-0.3	-0.2
C/C(=C\c1ccccc1)CN1CCC(C(=O)N2CCC(C)CC2)CC1	12	32	-2.1	0.1
O=C1CC(C(=O)NCCN2Cc3ccccc3OC(c3ccsc3)C2)c2ccccc2N1 (configuration not stated)	6	8	-0.1	0.4
CC(C)(C)N1CC([N+](=O)[O-])=C2N(C1)C(C)(C)N([O])C2(C)C	10	-2	0.8	0.1
CS(=O)(=O)N1CCN=C1SCc1cccc(C(F)(F)F)c1	7	3	0.0	-0.1
CCOc1ccc(C)cc1S(=O)(=O)N1CCN(C)CC1	4	17	0.8	0.1
CN1C(C(=O)NCC23CC4CC(CC(C4)C2)C3)=CC(c2ccc(F)cc2)=NS1(=O)=O	-9	0	4.6	-0.2
Cc1c(CN2CCC(CO)(CCc3ccccc3)CC2)cnn1C	-5	8	-0.8	0.0
O=C(Nc1ccc(Cl)cc1Cl)c1cc(S(=O)(=O)NCCc2ccccc2)ccc1F	1	-8	1.1	-0.1
Clc1ccc(Nc2nc(N/N=C\c3cccnc3)nc(N3CCOCC3)n2)cc1	-13	10	0.5	-0.1
CCC(=O)NC(=Nc1nc(C)c2cc(C)c(C)cc2n1)NC(=O)CC	-8	4	0.4	0.0
COc1cccc(C2CC(c3cccs3)=NN2C(=O)CSc2nc3ccccc3[nH]2)c1OC (configuration not stated)	1	4	-0.7	-0.1
COCCNC(=O)c1ccc(-n2c(SCC(=O)O)nc3ccccc3c2=O)cc1	7	-6	-1.0	-0.1
Cc1cc(N2CCN(c3nnnn3-c3ccccc3)CC2)n2ncnc2n1	8	-10	-0.4	0.0
C/C(CN1C(=O)CSC1=O)=N\Nc1ccccc1	-6	29	-2.5	1.1
CC(C)NC(=O)NC(=O)CN1C(=O)NC2(CCCC2)C1=O	11	2	-1.0	0.4
CCC(=O)N1CCN(c2ccc(Nc3cccc(C)n3)nn2)CC1	4	-2	2.1	-0.2
COc1ccc(NC(=O)Cn2nnc(-c3ccccc3NC(=O)c3cccnc3)n2)cc1	4	8	-0.8	0.6
CC(Cc1cc(C(=O)N2CCN(C3CCCCC3)C(=O)C2)on1)c1ccccc1 (configuration not stated)	-20	6	1.3	0.0
CCOc1ccccc1/C=N/NC(=O)c1ccoc1C	-25	11	-6.0	0.1
COc1ccc(S(=O)(=O)N2CCC(C(=O)Nc3ccc4c(c3)OCCO4)CC2)cc1OC	-3	-17	-1.2	0.0
CN(C(=O)c1ccsc1)C(Cc1ccccc1)C1CCN(C(=O)Cn2cccn2)CC1 (configuration not stated)	1	4	3.1	0.2
C=CCNc1nc2c(c(=O)[nH]c(=O)n2C)n1CC(=O)OC	1	9	-0.1	-0.1
COc1ccc(-c2nc(N)c3ncn(-c4ccsc4)c3n2)cc1	36*	6	0.0	0.1
CC(C)Oc1ccc(C(=O)Nc2ccc(N(C)C)cc2)cc1	5	13	-3.6	0.1
Cc1ccccc1NS(=O)(=O)c1cc(F)ccc1CN1C(=O)c2cccnc2C1=O	4	-12	-0.9	-0.2
C=CCN1C(=O)/C(=C\c2ccc(C(=O)OC)cc2)C(C(=O)OC)=C1C	-13	-1	0.1	-0.2
Cc1ccc(NC(=O)C2CCCN(S(=O)(=O)c3ccccc3)C2)cc1 (configuration not stated)	8	22	-0.2	-0.1
CCCN1CCc2nnc(CCNC(=O)COc3ccccc3)n2CC1	8	5	-1.3	-0.1

Remaining list, next part:
smiles	TEAD-YAP inh	MITF primary	GPR151 activ	FBW7 act
Cc1ccc(-c2csc(NC(=O)CSc3nnc(CN4CCOCC4)n3C)n2)cc1	-5	-1	0.3	-0.2
COc1ccc(NC2=C(Cl)C(=O)N(c3cc(C)ccc3C)C2=O)cc1	6	3	0.8	0.1
COc1ccc(C2CC(c3ccc(Br)cc3)=NN2C(=O)CCCC(=O)O)cc1OC (configuration not stated)	5	15	0.7	1.0
CCOC(=O)CN1C(=O)S/C(=C/c2cc(OC)c(O)cc2Br)C1=O	10	17	-1.4	-0.1
COc1ccc(NC(=O)CCc2c(C)nc3c(-c4ccc(F)cc4)c(C)nn3c2C)cc1	-8	-4	-0.8	1.2
COc1cc([N+](=O)[O-])ccc1Nc1nc(C)cc(C)n1	17	20	2.2	0.7
c1ccc(CC2CCN(CCCNc3nc4ccccc4n4nnnc34)CC2)cc1	0	-2	-0.7	-0.1
COC(=O)c1ccccc1NC(=O)Cc1ccc(Br)cc1	6	-1	-0.6	0.3
CC(NC(=O)COc1ccccc1)c1nnc2n1CCN(Cc1cccc(F)c1)CC2 (configuration not stated)	-4	11	1.6	0.0
O=C1N[C@@H](Cc2ccccc2)C(=O)N2CCN(C(=O)c3ccc(-c4ccccc4)cc3)C[C@H]12	-3	-1	-0.6	-0.1
NC(C(=O)O)(c1ccc(P(=O)(O)O)cc1)C1CC1 (configuration not stated)	/	-8	0.6	0.0
N#Cc1cc(-c2ccnc(Nc3ccc(N4CCOCC4)cc3)n2)cc(N2CCOCC2)c1	-3	10	-1.0	0.7
CCC(=O)Nc1ccc2nc(SCC(=O)N3CCOCC3)sc2c1	-4	12	0.6	0.3
O=C(O)c1cccn1S(=O)(=O)c1ccc(F)cc1	1	9	-0.5	0.3
CNCC(O)CN(c1ccccc1)c1ccccc1 (configuration not stated)	-16	-2	1.2	-0.1
CN1c2ccccc2Oc2nnc(N3CCN(c4ccc(F)cc4)CC3)cc21	-3	17	-0.2	0.6
CN(C)c1ccc(/C=C2\C(=O)NN(c3ccc(Cl)cc3)C2=O)cc1[N+](=O)[O-]	-2	16	0.3	0.2
CCOCCC(=O)Nc1ccc(OC)cc1[N+](=O)[O-]	-2	5	-0.1	0.0
Cc1ccccc1C1=N/C(=C\C=C\c2ccccc2)C(=O)O1	3	8	1.4	0.6
NC(=O)[C@@H]1CCCN1Cc1c(C(=O)N2CCc3ccccc3C2)nc2ccc(Cl)cn12	4	8	-0.4	-0.1
CC(=O)C1=NN(c2ccc(Cl)cc2)C(c2ccc(Cl)cc2)NN1C (configuration not stated)	-11	13	-0.9	0.5
CCOC(=O)c1ccc(NC(=O)CN(c2cc(C(F)(F)F)ccc2Cl)S(C)(=O)=O)cc1	-13	-20	-0.8	-0.2
Cc1sc2nc(CSCC(=O)NC(C)(C)C)[nH]c(=O)c2c1C	5	-5	3.1	0.0
Cc1occc1C(=O)Nc1cccc(NC(=O)c2ccoc2C)c1	-9	1	1.6	-0.1
CCN(CC)CCNC(=O)c1cc2c(=O)n(C)c3cc(Cl)ccc3c2s1	1	12	0.4	-0.1
COc1ccc(-c2noc(CN(C(=O)COc3cccc(OC)c3)C(C)C)n2)cc1	-6	-3	0.7	-0.3
CN(C)CCCN(CCCN(C)C)Cc1cccc(Oc2ccccc2)c1	-4	24	1.4	-0.5
O=C(O/N=C/c1ccc(F)cc1)c1cccnc1C(F)(F)F	3	6	0.9	0.3
CCC(C(=O)NCc1ccc(F)cc1)n1ncn2c(cc3occc32)c1=O (configuration not stated)	5	-23	0.0	-0.3
CC1CN(S(=O)(=O)c2ccc(C(=O)N=c3sc4cc(Cl)ccc4n3C)cc2)CC(C)O1 (configuration not stated)	-5	-1	0.4	-0.1

Other compounds:
smiles	TEAD-YAP inh	MITF primary	GPR151 activ	FBW7 act
O=C(O)COCC(=O)N1CCN(c2ccccc2Cl)CC1	11	15	-0.7	-0.1
CN(Cc1ccccc1)C(=O)CN(c1ccc(Cl)c(Cl)c1)S(C)(=O)=O	-1	9	-1.1	0.0
Cn1c(SCC(=O)O)nnc1-c1ccc(N)cc1	-6	13	-2.0	0.3
CCCNC(=O)Cn1nc2c(c1NC(=O)c1ccccc1SCC)CSC2	5	-2	2.4	-0.4
CCOC(=O)c1c(NC(=O)c2ccc(S(=O)(=O)N3CCOCC3)cc2)sc2c1CCN(C(C)C)C2	-3	-9	-1.0	-0.1
COc1ccc(NC(=O)CSc2nnnn2C2CCCC2)cc1	11	-17	1.1	0.0
CN=C1SCC(O)(c2cccc([N+](=O)[O-])c2)N1C (configuration not stated)	-7	4	-1.5	0.1
O=C(Nc1ccccc1Br)c1ccccc1Cl	7	-7	0.8	0.0
Cc1c(NC(=O)C(=O)/C=C(\O)c2ccc(Cl)cc2)c(=O)n(-c2ccccc2)n1C	3	11	0.5	-0.1
COc1ccc(S(=O)(=O)N(C)CC(=O)Nc2ccccc2)cc1Cl	0	-8	1.3	-0.3
O=[N+]([O-])c1ccc(Cl)c(S(=O)(=O)/N=C(\Nc2cccnc2)c2ccccc2)c1	7	-9	-0.1	-0.1
CCOC(=O)c1nnn(-c2nonc2N)c1-c1cccc([N+](=O)[O-])c1	4	-1	2.1	0.1
Fc1cc(Br)ccc1Nc1nc2ccccc2n2cnnc12	0	7	-0.7	0.0
Cc1ccc(/C=C(/NC(=O)c2cccc(Cl)c2)C(=O)Nc2ccccc2)o1	-2	5	1.0	-0.1
Cc1cc(C)c(NC=C2C(=O)OC(C)(C)OC2=O)c(C)c1	11	8	-1.8	0.1
CCOc1ccc(N2C(=O)c3ccc(-c4nc5ccccc5c(=O)o4)cc3C2=O)cc1	-11	10	0.5	0.2
Cc1ccc(C(=O)CCC(=O)O)cc1C	8	11	-0.4	-0.1
CCOC(=O)C1=C(C)N=c2s/c(=C\c3ccc(C)cc3)c(=O)n2C1c1ccccc1 (configuration not stated)	-2	-4	2.3	-0.1
CC(C)Cn1c(=S)[nH]c2sc3c(c2c1=O)CC(C)(C)OC3	8	-1	4.6	0.1
CCOc1ccccc1C1CC(c2ccc(Br)cc2)Nc2ncnn21 (configuration not stated)	-3	-5	-1.2	-0.3
COc1ccc(C2OCC(C)(C(=O)O)CO2)cc1 (configuration not stated)	-6	8	-0.8	0.5
Cc1ccc2nsnc2c1S(=O)(=O)N1CCCC1C(=O)O (configuration not stated)	-1	0	-0.5	0.1
CCc1ccc2nc(N3CCC(C(=O)NCCCN(CC)CC)CC3)sc2c1	-26	-4	-0.5	-0.1
Cc1cc(/C=C\[N+](=O)[O-])c(C)n1-c1sc2c(c1C(=O)O)CCCC2	0	1	-1.4	-0.1
CCOC(=O)c1c(NC(=O)c2ccncc2)sc2c1CC(C)(C)OC2	-42	1	1.1	0.0
O=C(O)c1cc([N+](=O)[O-])ccc1NCCO	18	5	-1.3	0.2
O=C(Nc1nc(-c2ccc(Cl)cc2Cl)cs1)c1cc(-c2ccccc2)nc2ccccc12	-2	10	-1.0	0.0
CC(=O)NC(Cc1cccc(F)c1)C(=O)O (configuration not stated)	-1	5	-0.3	-0.1
Cc1ccc(C2(C)CC(C)(C)N(C(=O)CN3C(=O)CCC3=O)c3ccccc32)cc1 (configuration not stated)	9	7	-0.3	0.2
COC(=O)C1=C(C)NC2=C(C(=O)CC(C)(C)C2)C1c1ccc(OC(C)=O)c(OC)c1 (configuration not stated)	-10&2	-12&2	0.2&0.9	0.0&0.2

Part of the list above, reformatted:
Fields – TEAD-YAP inh | MITF primary | GPR151 activ | FBW7 act
> Cc1cc(C)c(NC=C2C(=O)OC(C)(C)OC2=O)c(C)c1
  11 | 8 | -1.8 | 0.1
> CCOc1ccc(N2C(=O)c3ccc(-c4nc5ccccc5c(=O)o4)cc3C2=O)cc1
  -11 | 10 | 0.5 | 0.2

More compounds follow:
smiles	TEAD-YAP inh	MITF primary	GPR151 activ	FBW7 act
O=C(NCc1ccc(F)cc1)c1cc(-c2ccccc2Cl)nc2ccccc12	8	2	17*	0.0
COc1nn(C)cc1C(=O)NCC1(c2cccs2)CC1	-7	8	0.5	0.6
CCNc1nc(NCC)n2c(SCC(=O)Nc3ccccc3[N+](=O)[O-])nnc2n1	1	-8	0.2	-0.1
Cc1ccc2c(c1)c1c3n2C=NCC3CCC1 (configuration not stated)	5	5	1.0	0.0
Cc1nnc(C)n1/N=C/c1cccc(O)c1	7	5	-0.2	0.5
CCCC(=O)Nc1ccc(C(=O)NNC(=O)CCC(=O)OC)cc1	5	2	0.0	0.4
COc1ccc(NC(=O)c2ocnc2C)c(OC)c1	-21	7	-0.3	1.0

Part of the list above, reduced to MITF primary, GPR151 activ and TEAD-YAP inh.
molecule	MITF primary	GPR151 activ	TEAD-YAP inh
CCN(CC)CCNC(=O)c1cc2c(=O)n(C)c3cc(Cl)ccc3c2s1	12	0.4	1
COc1ccc(C2CC(c3ccc(Br)cc3)=NN2C(=O)CCCC(=O)O)cc1OC (configuration not stated)	15	0.7	5

Profiles as entered above. Screens in order: TEAD-YAP inh, MITF primary, GPR151 activ, FBW7 act
Listed for Cc1ccc2nsnc2c1S(=O)(=O)N1CCCC1C(=O)O (configuration not stated) = -1, 0, -0.5, 0.1
Listed for CN=C1SCC(O)(c2cccc([N+](=O)[O-])c2)N1C (configuration not stated) = -7, 4, -1.5, 0.1
Listed for Cc1ccc(C(=O)CCC(=O)O)cc1C = 8, 11, -0.4, -0.1
Listed for NC(=O)c1cc(NC(=O)c2ccc(Cl)c(Cl)c2)cc(C(N)=O)c1 = -16, 6, 1.5, -0.1
Listed for Cc1occc1C(=O)Nc1cccc(NC(=O)c2ccoc2C)c1 = -9, 1, 1.6, -0.1

An unsorted share of the library; overall some 3.4% were active at least once.
